TDP1 cell noCPT – qHTS for Inhibitors of human tyrosyl-DNA phosphodiesterase 1 (TDP1): qHTS in cells in absence of CPT. DT40 Tdp1-/- hTDP1 cells, no CPT, ATP luminescence, 48 h. Potency, µM (doses to about 46.2 µM), without a hit: at the highest dose activity change, negative = growth inhibition, most hits filed as inhibitors. 15% of 420,000 active. AID 686978, 2013; also: nearly all actives have a fitted effect of over 55% in size
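Chicken DT40 Tdp1-/- cells complemented with human TDP1, screened without camptothecin (DMSO vehicle only), 400 cells/well. Compounds pin-transferred, cells incubated at 37 °C for at least 48 hr. Growth read as ATP-dependent luminescence (CellTiter-Glo, 30 min at RT).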
DT40 TDP1 CPT – qHTS for Inhibitors of human tyrosyl-DNA phosphodiesterase 1 (TDP1): qHTS in cells in presence of CPT; chicken DT40 Tdp1-/-;hTDP1 cells + 20 nM CPT, ATP luminescence, 48 h; Potency, µM (top dose mostly 46.2 µM), inactives show top-dose activity change, negative = growth inhibition, most hits filed as inhibitors; 12% of 420,000 active; AID 686979, 2013; also: nearly all actives have a fitted effect of over 55% in size
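Chicken DT40 Tdp1-/- cells stably complemented with human TDP1 were seeded at 400 cells/well in medium containing 20 nM camptothecin, exposed to pin-transferred compounds, and grown at 37 °C for at least 48 hr. Viability was read as ATP luminescence.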
TDP1 inh – qHTS Assay for Inhibitors of Tyrosyl-DNA Phosphodiesterase (TDP1) | Potency, µM (highest dose often 130 µM), without a hit: at the top dose activity change, negative = inhibition, usual class: inhibitors | Tyrosyl-DNA phosphodiesterase 1 (Homo sapiens), Q9NUW8 | recombinant TDP1, AlphaScreen DNA substrate cleavage | 0.28% of 350,000 active; also: nearly all actives have a fitted effect of over 40% in size
Target sequence (Q9NUW8 whole entry, looked up): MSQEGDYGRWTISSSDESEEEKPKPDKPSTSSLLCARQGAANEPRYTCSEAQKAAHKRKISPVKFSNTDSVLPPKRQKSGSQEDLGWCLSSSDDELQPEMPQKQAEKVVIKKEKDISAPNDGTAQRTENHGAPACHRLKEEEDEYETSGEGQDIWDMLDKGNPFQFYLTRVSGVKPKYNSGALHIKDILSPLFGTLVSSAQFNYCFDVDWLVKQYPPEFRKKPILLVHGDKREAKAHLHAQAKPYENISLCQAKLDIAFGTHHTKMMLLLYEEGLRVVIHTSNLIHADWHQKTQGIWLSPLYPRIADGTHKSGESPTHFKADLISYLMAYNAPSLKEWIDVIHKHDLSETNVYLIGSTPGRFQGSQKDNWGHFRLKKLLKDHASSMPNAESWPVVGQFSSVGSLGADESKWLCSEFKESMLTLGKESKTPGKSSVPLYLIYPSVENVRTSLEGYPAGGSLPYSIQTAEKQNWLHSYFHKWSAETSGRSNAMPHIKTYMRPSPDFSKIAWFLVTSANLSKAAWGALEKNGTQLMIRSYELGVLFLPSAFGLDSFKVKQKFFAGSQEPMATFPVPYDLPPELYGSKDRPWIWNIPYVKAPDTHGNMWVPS
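Here, a 5' biotin and 3' phosphotyrosine-FITC DNA oligonucleotide reports Tdp1 activity: intact substrate bridges AlphaScreen beads, while cleavage leaves a 3' phosphate and drops signal. All incubations at room temperature.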
* hit, by the source's call; ? = inconclusive; . = not tested or not shown; & = joins results of further samples; [ ] = remark or other dose. Calls follow the shape of the dose curve; as a rule, active = well fitted curve in the direction sought with a large enough effect; inconclusive = small, poorly fitted or top-dose-only effect, or another doubt; inactive = no such curve, though single readings can be large; an effect the other way counts as inactive or inconclusive. % is scaled to controls: 0 for no effect and ±100 for the full control effect; potency is read from the fitted curve at half-maximal effect. Compounds were not picked by outcome, and some 18% of all compounds hit somewhere here.

SMILES	TDP1 cell noCPT	DT40 TDP1 CPT	TDP1 inh
CCCOc1ccc(C(=O)NCCO)cc1	-15%	-9%	4%
CC1(C(=O)Nc2ccc(Cl)c(C(F)(F)F)c2)Cc2c(-c3ccc4c(c3)OCO4)ccnc2O1 (configuration not stated)	?	?	.
COc1ccc(/C=N/NC(=O)Cc2csc(Nc3cccc(C(F)(F)F)c3)n2)c(OC)c1	?	?	6%
Cc1ccc(CNC(=O)C2CCC(=O)N(Cc3ccc(Cl)cc3)C2)cc1F (configuration not stated)	-29%	?	1%
COCC(=O)N1CCC2(CC1)CN(Cc1ccccc1OC)C2	?	-86%	.
CC(=O)c1ccc(S(=O)(=O)NC2CC(=O)N(c3ccc(C)cc3)C2)cc1 (configuration not stated)	-11%	-24%	.
CCCc1nc2ccccc2n1CC(O)COc1ccc(C(=O)OC)cc1 (configuration not stated)	21µM*	12µM*	5%
CC(C)(C)c1ccc(OCCCCCCN2CCNCC2)cc1	8.2µM*	18µM*	.
O=C(COC(=O)CN1C(=O)c2cccc([N+](=O)[O-])c2C1=O)NC1CCS(=O)(=O)C1 (configuration not stated)	13%	4%	-3%
COC(=O)c1nnn(-c2cc(Cl)cc(Cl)c2)c1C(=O)OC	-27%	-1%	0%
O=C(Nc1ccccc1Cl)C1CCN(c2nc3ccccc3nc2C(F)(F)F)CC1	-23%	?	-3%
Cc1nc(N)nc(-c2ccccc2O)n1	-9%	-4%	0%
Clc1ccc(OCCn2ccnc2)cc1Cl	?	0%	4%
CCOCCOC(=O)c1ccc(NC(=O)C2COc3ccccc3O2)cc1 (configuration not stated)	-4%	-26%	-6%
Cc1cccc(-n2ncc(C(=O)NC3CCCC3)c2C2CCN(C(=O)OC(C)(C)C)CC2)c1	?	?	5%
CCc1ccc(NC(=O)N2CCCCCC2)cc1	6%	0%	3%
CCN1CCN(CC(=O)n2c3c(c4ccccc42)CC(C)CC3)CC1 (configuration not stated)	18µM*	?	8%
O=C(c1ccc2nc(N3CCCCC3)sc2c1)N1CCN(c2ccccn2)CC1	-16%	-23%	0%
COc1cc(=O)n2c(c1C(=O)NC(C)c1ccco1)CCN(Cc1ccccc1Cl)CC2 (configuration not stated)	-23%	2%	.
Cc1ccc(/C=N/c2sc3c(c2C#N)CCC3)o1	-19%	6%	.
COC(=O)C(NC(C)=O)(Nc1nc2ccc(S(C)(=O)=O)cc2s1)C(F)(F)F (configuration not stated)	-21%	-1%	-1%
COc1cc(CC(=O)Nc2nccs2)cc(OC)c1OC	-5%	-28%	2%
CCOC(=O)c1c(C)[nH]c(C(=O)CSc2nccc(C)n2)c1C	-11%	20%	3%
Cc1ccccc1NC(=O)c1ccc(OCc2c(C)noc2C)cc1	?	?	1%
CN(C)c1ccc(C=C2c3ccccc3-c3ccccc32)cc1	22µM*	?	.
COc1ccc(CN2C(=O)c3ccccc3C2=O)cc1C(=O)N(C)CC(=O)Nc1c(C)cccc1C	10%	-6%	1%
CCCc1cc(=O)[nH]c2nnc(SCC(=O)Nc3cccc(NC(C)=O)c3)n12	?	?	-4%
O=Nc1ccc(/C=C/c2ccnc3ccccc23)cc1	8.9µM*	16µM*	.
CC(C)OCP(=O)(c1ccccc1)c1ccccc1	-14%	-4%	1%
Cc1cc(C)c(NC(=O)CC(C)(C)C)c(Cl)c1	-6%	2%	3%
COc1ccc(C(=O)c2sc3nc(C)cc(-c4cccs4)c3c2N)cc1OC	23µM*	?	-3%
COC(=O)Nc1ccccc1C(=O)N1CCCCC1	-2%	-8%	7%
CCOc1ccc(-c2oc3ccccc3c(=O)c2O)cc1OCC	?	?	-3%
Cn1ccc(NS(=O)(=O)c2cc(Br)ccc2Br)n1	4%	1%	-1%
CCCCN1C(=O)C2C3C=CC(C2C1=O)C1C2C(=O)N(CCCC)C(=O)C2C31 (configuration not stated)	?	-7%	-7%
Cc1ccccc1C(=O)NC(CC(C)C)C(=O)NN1C(=O)c2ccccc2C1=O (configuration not stated)	0%	-38%	8%
COC(=O)CCCNC(=O)CC1C(=O)NCCN1Cc1ccoc1 (configuration not stated)	1%	-3%	.
COc1ccccc1C(=O)N/C(=C\c1cn(C)c2ccccc12)C(=O)NCCCn1ccnc1	-6%	33%[activator]	4%
CN(C)c1ccc(CNC(=O)Cn2c(-c3cccs3)cc3cc(Cl)ccc32)cc1	?	?	0%
CCOC(=O)N1CCN(C(=O)c2cnn(-c3ccccc3)c2NC(=O)c2ccccc2F)CC1	3%	5%	5%
CS(=O)(=O)c1ccc(C(=O)OCC(=O)NC(=O)Cc2ccccc2)cc1	-1%	25%	.
C=CCNC(=O)c1nc2ccccc2s1	-10%	-6%	8%[56.1 µM]
Cc1cc(N2CCCC2=O)cc(C)c1S(=O)(=O)NCCOc1ccccc1	?	8.2µM*	-5%
COc1ccc(C)cc1NC(=O)CN(C)S(=O)(=O)c1ccc2c(c1)c(=O)n(C)c(=O)n2C	5%&-4%	-5%&-16%	5%
N#Cc1cc([N+](=O)[O-])cnc1Nc1ccccc1	-20%	7%	4%

Profiles as entered above. Order of screens: TDP1 cell noCPT	DT40 TDP1 CPT	TDP1 inh
Clc1ccc(OCCn2ccnc2)cc1Cl is entered as ?	0%	4%
Cc1ccccc1C(=O)NC(CC(C)C)C(=O)NN1C(=O)c2ccccc2C1=O (configuration not stated) is entered as 0%	-38%	8%
Cc1ccc(CNC(=O)C2CCC(=O)N(Cc3ccc(Cl)cc3)C2)cc1F (configuration not stated) is entered as -29%	?	1%
Cc1ccc(/C=N/c2sc3c(c2C#N)CCC3)o1 is entered as -19%	6%	.
CCCc1nc2ccccc2n1CC(O)COc1ccc(C(=O)OC)cc1 (configuration not stated) is entered as 21µM*	12µM*	5%

Molecules shown so far that contain a thiophene ring, fused or not:
SMILES	TDP1 cell noCPT	DT40 TDP1 CPT	TDP1 inh
Cc1ccc(/C=N/c2sc3c(c2C#N)CCC3)o1	-19%	6%	.
COc1ccc(C(=O)c2sc3nc(C)cc(-c4cccs4)c3c2N)cc1OC	23µM*	?	-3%
CN(C)c1ccc(CNC(=O)Cn2c(-c3cccs3)cc3cc(Cl)ccc32)cc1	?	?	0%

Next entries follow:
SMILES	TDP1 cell noCPT	DT40 TDP1 CPT	TDP1 inh
CCCOc1cccc(C(=O)Nc2cccc3cccnc23)c1	?	23µM*	-12%
CC[C@]12c3[nH]c4cc(CCC(=O)N(C)C)ccc4c3CCN1C(=O)[C@@H](CC(=O)NC(C)(C)C)C[C@@H]2C(=O)N1CCN(C(=O)C2CC2)CC1	-4%	1%	0%[56.1 µM]
O=C(c1cccc2ccccc12)N1CCN(S(=O)(=O)c2ccccc2)CC1	-7%	?	2%
CC(=O)Nc1ccc(CCCCc2ccccc2)cc1	-11%	3%	.
C#CCOCCOCCOCCNc1nc(N2CCN(C(=O)Cn3cc(CC(C)O)nn3)CC2)nc(N2CCN(C(=O)[C@H]([C@@H](C)CC)n3cc(CCCN=C(N)N)nn3)CC2)n1 (some centres not stated)	16%	5%	5%
CCC(C)Sc1nc2c(cnn2-c2ccc(C)cc2)c(=O)[nH]1 (configuration not stated)	-4%	8%	2%
CNC(=O)N(O)C1N(/N=C/c2ccccc2F)C(=S)SC1(C)C (configuration not stated)	13%	-12%	.
COc1cc(C2C(C(C)=O)=C(O)C(=O)N2c2ccc(Br)cn2)ccc1O (configuration not stated)	-11%	-3%	-2%
CCCCc1cc(=O)oc2cc(OC(C)C(=O)NCCN3CCOCC3)ccc12 (configuration not stated)	-8%	-8%	.
CCSc1nnc(NC(=O)CCn2c(=O)oc3ccccc32)s1	-11%	-23%	.
O=C(C1COc2ccccc2O1)N1CCN(c2ccccc2Cl)CC1 (configuration not stated)	-13%	-25%	8%
COc1ccc(C(=O)NCCCN2CCOCC2)cc1OC	-22%	0%	0%
CC(C)(C)NC(=O)NC(=O)CN1CCN(c2ccc(O)cc2)CC1	?	-21%	-4%
Cc1ccccc1NC(=O)CSc1nc2ncc(Cl)cc2[nH]1	-9%	-20%	-4%
COc1ccccc1NC(=O)c1cc2cc(Br)ccc2cc1O	3.7µM*	6.5µM*	0%
COc1ccc(NC(=O)c2cc(-c3ccc(OC)c(OC)c3)on2)cc1OC	4%	-7%	2%
O=C(CSCc1cnn(-c2ccccc2)c1-n1cccc1)NCc1cccc(Cl)c1	23µM*	16µM*	11%
CCO/C(C)=N/n1c2nc3ccccc3nc2c2c(=O)n(CC(C)C)c(C)nc21	-17%	-11%	-4%
COc1ccc(OCc2nnc(NC(=O)Nc3ccccc3F)s2)cc1	?	?	2%
O=C(Nc1cccc(NC(=O)c2ccco2)n1)c1ccco1	?	?	.
COc1ccc(NC(=O)c2cc(-c3sc(NC(=O)c4ccccc4)nc3C)n(-c3ccc(Br)cc3)n2)cc1	-23%	3%	.
CC(=O)NC(C)(c1ccccc1)c1nc(-c2cccc(C(F)(F)F)c2)cs1 (configuration not stated)	15µM*	?	.
Fc1ccc(Nc2nc(SCc3ccccc3Cl)nc3ccccc23)cc1	16µM*	?	-1%
CCc1noc(C)c1C(=O)N(CCC(C)C)c1c(N)n(Cc2ccccc2)c(=O)[nH]c1=O	11%	-7%	3%
Cc1cc([N+](C)(C)C)cc(C)c1/C=C/c1ccnc2ccccc12	3.2µM*	3.5µM*	.
COC(=O)c1cccc(NC(=O)COc2cccc([N+](=O)[O-])c2)c1	?	-13%	2%
O=C(/C(=C/c1cccc(Cl)c1)c1nc2ccccc2[nH]1)c1ccccc1	23µM*	16µM*	4%
CN(CCCN1CCOCC1)Cc1nc(-c2ccccc2)no1	14%	1%	2%
CCOc1ccc(CCNC(=O)C2CC(C)=CCC2C(=O)O)cc1OCC (configuration not stated)	?	0%	.
CSC1=C(C#N)C(C)CC(=O)N1 (configuration not stated)	5%	1%	3%
O=C(NNC(=O)c1cccs1)c1cccc(F)c1	-4%	3%	0%
CC(C)N=C1NN=C(c2ccc(F)cc2)CS1	23µM*	18µM*	7%
C=C1c2ccc(C)cc2NC(=O)N1c1ccccc1	-2%	-14%	-5%
Fc1ccc(CSc2nnc3ccccn23)c(Cl)c1	3%	-11%	0%
COC(=O)c1ccc(NC(=O)c2ccco2)cc1	?	?	4%
COC(=O)c1ccccc1NC(=O)c1nc(S(=O)(=O)Cc2cccc(C)c2)ncc1Cl	2.6µM*	2.9µM*	7%
Cc1ccc(Cl)cc1NC(=O)c1oc2ccc(S(=O)(=O)N3CCC4(CC3)OCCO4)cc2c1C	-15%	-24%	3%
COc1cccc(NC(=O)CN(C)C(=O)C2CC(=O)N(CCc3ccc(OC)c(OC)c3)C2)c1 (configuration not stated)	-3%	1%	.
CCc1cccc(CC)c1NC(=S)Nc1cccc(Cl)c1Cl	?	18µM*	.
N#C/C(=C\c1cccnc1)C(=O)Nc1ccc(C(=O)O)cc1	10%	3%	-7%
COC(=O)c1ccccc1NC(=O)Nc1ccc(C)cn1	-3%	-24%	4%
O=C(COC(=O)COc1ccc(Cl)cc1)Nc1ccc(N2CCOCC2)cc1	6%	-1%	6%
CN(C1=C(NC(=O)c2ccccc2)C(=O)c2ccccc2C1=O)C1CCS(=O)(=O)C1 (configuration not stated)	2.6µM*	2.6µM*	3%
CC(C)c1ccc(NC(=O)Nc2csc3c2CCCC3)cc1	?	?	0%
COc1ccccc1NC(=O)C/C(N)=N/OCC(=O)Nc1cccc(Cl)c1	-19%	-21%	0%
COc1ccc([C@H]2CC(=O)C=C(c3cccc(OCc4ccccc4)c3)C2)cc1	?	?	-13%
CC(=O)Nc1ccc(NC(=O)c2cc(=O)c3cc(C)cc(C)c3o2)cc1	-7%	?	.
Cc1ccc(NC(=O)C(NC2CCCC2)c2ccccc2)cc1Cl (configuration not stated)	16µM*	?	-3%
Cc1cccc(C)c1NC(=O)C(CCc1ccccc1)n1c(=O)c(-c2cc3ccccc3[nH]2)nc2ccccc21 (configuration not stated)	6.5µM*	7.3µM*	.
CCSCc1nnc(SCC(=O)Nc2ccc(F)cc2)n1CC	0%	28%	5%
O=C(CSc1nnc(-c2ccco2)n1Cc1ccco1)NCc1cccs1	-8%	-5%	2%
Cc1nn(CCC#N)c2[nH]c(=O)cc(C(F)(F)F)c12	-10%	0%	-2%

3 entries from above, sorted by heavy-atom count, largest number first.
SMILES	TDP1 cell noCPT	DT40 TDP1 CPT	TDP1 inh
O=C(CSc1nnc(-c2ccco2)n1Cc1ccco1)NCc1cccs1	-8%	-5%	2%
CC(=O)Nc1ccc(NC(=O)c2cc(=O)c3cc(C)cc(C)c3o2)cc1	-7%	?	.
Cc1nn(CCC#N)c2[nH]c(=O)cc(C(F)(F)F)c12	-10%	0%	-2%

High-throughput results deposited in PubChem BioAssay by National Center for Advancing Translational Sciences (NCATS).
